Salmonella PhoP GFP = PhoP regulon inhibitors, Salmonella typhi PhoP promoter GFP reporter, confirmatory (AID 1850) | hit rate 0.33% among 310,000 | Salmonella Typhi PhoP-promoter GFP reporter, fluorescence, 4 h; higher % means a stronger effect | one-dose inhibition, % at 50 µM; IC50 in µM for titrated hits; in the data active = a potency from the dose series; inconclusive = inhibition mostly from about 25% at the one dose, without a potency; inactive = the rest, 99 in 100 with inhibition below about 19%;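 note: 0% = induced wells with vehicle and 100% = uninduced wells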
H37Rv inhibition = M. tuberculosis growth inhibition, HTS (AID 449762) | inhibition, % at 25 µM; hits with a dose series show IC50 in µM | hit rate 0.59% among 330,000 | M. tuberculosis H37Rv growth inhibition, 7H9 media; higher % means a stronger effect; in the data active = a potency from the dose series; inconclusive = inhibition above about 70% without an active follow-up result;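 note: bacterial growth assessed after seven days of incubation; strong numbers were not always called active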
tuberculosis growth = growth inhibition of non-replicating M. tuberculosis (AID 488890) | Mycobacterium tuberculosis non-replicating, growth inhibition; higher % means a stronger effect | inhibition, % at 25 µM; hits with a dose series show IC50 in µM | hit rate 0.39% among 320,000; in the data active = a potency from the dose series; inconclusive = inhibition mostly from about 82% at the one dose, without a potency; inactive = the rest, 99 in 100 with inhibition below about 76%;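 note: plate controls were DMSO cells for no effect and high antibiotic wells for full effect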
VEEV TC-83 Vero = inhibitors of VEEV TC-83 cytopathic effect, confirmation, Vero cells (AID 588727) | Vero cells, VEEV TC-83 cytopathic effect inhibition; higher % means a stronger effect | one-dose inhibition, % at 20 µM; IC50 in µM for titrated hits | hit rate 0.13% among 350,000; in the data active = a potency from the dose series; inconclusive = inhibition mostly from about 14% at the one dose, without a potency; inactive = the rest, 99 in 100 with inhibition below about 12%; note: strong numbers were not always called active
H1N1 NS1A inhibition = H1N1 influenza NS1A inhibitors, functional cell based assay (AID 504329); hit rate 0.3% among 340,000; NS1A functional cell-based assay, percent inhibition; higher % means a stronger effect; one-dose inhibition, % at 12.5 µM; IC50 in µM for titrated hits; in the data active = a potency from the dose series; inconclusive = inhibition above about 27% without an active follow-up result; note: strong numbers were not always called active
VEEV TC-83 Vero 10K pilot screen = recorded beside VEEV TC-83 Vero, whose call it bears; inhibition, %; measured here: 10K pilot screen inhibition
An asterisk follows results filed as active; i = inactive; u = inconclusive; x = no result given.

SMILES	Salmonella PhoP GFP	H37Rv inhibition	tuberculosis growth	VEEV TC-83 Vero	H1N1 NS1A inhibition	others
Cn1cc(CN2CCC(C(=O)Nc3ccc(Oc4ccccc4F)cc3)CC2)cn1	-16%	1%	11%	1.7%	9%
O=C(CSc1nnc(-c2ccccc2O)o1)Oc1ccc(OCc2ccccc2)cc1	0%	u	u	3.9%	19%
Cc1onc(-c2ccccc2)c1C1=N/C(=C\c2ccccc2F)C(=O)O1	-7%	-1%	u	0.9%	-1%
COc1ccc(N(C(=O)c2cnccn2)C(C(=O)NC2CCCCC2)c2ccccc2)cc1 (stereo unspecified)	-8%	2%	4%	1.6%	3%
Cc1cc(C(=O)N2CCC(Cc3ccccc3)CC2)ccc1[N+](=O)[O-]	1%	9%	5%	i	1%
CCN1C(=O)N[C@@H](CCc2ccccc2)[C@@H](C(=O)OC)[C@H]1C	-16%	-7%	-16%	1.5%	-14%
CC1(C)Cc2c(cnn2-c2ccccc2)C(=O)/C1=N\NC(=O)c1ccncc1	-10%	u	61%	i	-19%
CCOc1ncccc1C(=O)Nc1cccc(C(=O)Nc2cccc(S(=O)(=O)CCO)c2)c1	3%	9%	2%	6.7%	-4%
Cc1ccccc1C(=O)N=c1ccn(-c2nc3ccccc3nc2NS(=O)(=O)c2ccc(F)cc2)cc1	-6%	-6%	1%	0.8%	-3%
Cc1oc(-c2ccccc2)nc1CS(=O)CC(=O)N1CCc2ccccc2C1 (stereo unspecified)	0%	-5%	-9%	0.9%	-2%
Cc1ccccc1CN1CCCN(Cc2ccc(Cl)cc2)S1(=O)=O	3%	2%	9%	0.1%	3%
COc1cccc(CC(=O)Nc2cc(S(=O)(=O)N3CCOCC3)ccc2OC)c1	x	x	x	4.2%	-4%
O=C1NCCc2c1[nH]c1c(Cl)ccc(Cl)c21	-3%	16%	1%	2.5%	10%	VEEV TC-83 Vero 10K pilot screen=5.3
O=C(CSc1nnc(-c2ccccc2)o1)NC1CCS(=O)(=O)C1 (stereo unspecified)	-21%	-5%	6%	1.2%	3%
C=CCn1c(COc2ccc3c(c2)CCCC3)nnc1SCC(=O)Nc1cccc(SC)c1	7%	2%	26%	3.9%	5%
COc1ccc(C)cc1NC(=O)CCNS(=O)(=O)c1ccc2c(c1)CC(C)N2C(C)=O (stereo unspecified)	7%	1%	-13%	5.5%	1%
COc1ccc(CNCc2cccc(OC)c2OC)cc1Br	-5%	10%	15%	i	-5%
Cc1ccc(C(=O)OCC(=O)NCC2CCCO2)c(C)c1 (stereo unspecified)	8%	8%	-2%	0.4%	5%
CCCCN(CC)CCCNC(=O)c1cc2c(=O)n(CC)c3ccccc3c2s1	-2%	9%	53%	6.5%	5%
CCOc1ccc(Br)cc1S(=O)(=O)Nc1cccc(S(=O)(=O)N(C)C)c1	-4%	1%	5%	0.2%	-10%

7 entries already listed, arranged by molecular weight, low to high.
SMILES	Salmonella PhoP GFP	H37Rv inhibition	tuberculosis growth	VEEV TC-83 Vero	H1N1 NS1A inhibition	others
O=C1NCCc2c1[nH]c1c(Cl)ccc(Cl)c21	-3%	16%	1%	2.5%	10%	VEEV TC-83 Vero 10K pilot screen=5.3
Cc1ccc(C(=O)OCC(=O)NCC2CCCO2)c(C)c1 (stereo unspecified)	8%	8%	-2%	0.4%	5%
O=C(CSc1nnc(-c2ccccc2)o1)NC1CCS(=O)(=O)C1 (stereo unspecified)	-21%	-5%	6%	1.2%	3%
COc1ccc(CNCc2cccc(OC)c2OC)cc1Br	-5%	10%	15%	i	-5%
COc1cccc(CC(=O)Nc2cc(S(=O)(=O)N3CCOCC3)ccc2OC)c1	x	x	x	4.2%	-4%
COc1ccc(C)cc1NC(=O)CCNS(=O)(=O)c1ccc2c(c1)CC(C)N2C(C)=O (stereo unspecified)	7%	1%	-13%	5.5%	1%
C=CCn1c(COc2ccc3c(c2)CCCC3)nnc1SCC(=O)Nc1cccc(SC)c1	7%	2%	26%	3.9%	5%

Further structures follow:
SMILES	Salmonella PhoP GFP	H37Rv inhibition	tuberculosis growth	VEEV TC-83 Vero	H1N1 NS1A inhibition	others
O=c1sc(Nc2ccccc2)nc2ccsc12	-14%	-7%	11%	1.5%	-11%
COC(=O)C1CCN(C(=O)COC(=O)Cc2c[nH]c3ccccc23)CC1	-2%	4%	-5%	i	-24%
COc1ccc(C(=O)N/N=C/C(C)c2ccccc2)cc1OC (stereo unspecified)	3%	-3%	4%	0.2%	-5%
CCN(Cc1ccccc1)C(=O)c1cc(S(=O)(=O)N2CCOCC2)cn1C	5%	-3%	9%	0.2%	30%
COc1ccc2[nH]c(=O)c(CNc3ccccc3)cc2c1	1%	7%	21%	2.8%	5%
CC(C(=O)c1ccc(-c2ccccc2)cc1)[n+]1ccccc1 (stereo unspecified)	5%	-14%	0%	0.4%	10%
CCn1c(SCC(=O)Nc2ccc(C)cc2)nnc1-c1ccccn1	-1%	-1%	66%	0.3%	-12%
CC(C)(C)c1ccc(CNC(=O)c2ccc3c(c2)NC(=O)CO3)cc1	4%	8%	8%	0.9%	-13%
Fc1cccc(Cl)c1CSc1nnc(CN2CCOCC2)n1-c1ccccc1	-1%	4%	32%	0.7%	3%
Cc1cc(=O)oc2c3c(ccc12)OC/C3=N/N	0%	1%	-25%	2.3%	-14%

In the list so far, 2 have a thiophene ring, fused or not:
SMILES	Salmonella PhoP GFP	H37Rv inhibition	tuberculosis growth	VEEV TC-83 Vero	H1N1 NS1A inhibition	others
CCCCN(CC)CCCNC(=O)c1cc2c(=O)n(CC)c3ccccc3c2s1	-2%	9%	53%	6.5%	5%
O=c1sc(Nc2ccccc2)nc2ccsc12	-14%	-7%	11%	1.5%	-11%

The list continues.
SMILES	Salmonella PhoP GFP	H37Rv inhibition	tuberculosis growth	VEEV TC-83 Vero	H1N1 NS1A inhibition	others
CCCCCCn1c(=O)c(C(=O)Nc2cnccn2)c(O)c2ccccc21	0%	u	2.4µM*	3.9%	-11%
CCCCCCCCS(=O)C1CCS(=O)(=O)C1 (stereo unspecified)	0%	-5%	24%	0.5%	13%
CCn1c(COc2ccc3ccccc3c2C)nnc1SCC(=O)Nc1cccc(C(=O)O)c1	-7%	3%	-1%	5.3%	9%
Cc1[nH]c(C)c(S(=O)(=O)N(C)Cc2ccccc2)c1C(=O)N1CCCCC1	1%	0%	-10%	0.6%	-3%
CCOc1cc(S(=O)(=O)N2CC=C(c3ccc(F)cc3)CC2)c(OCC)cc1-n1cnnn1	-2%	2%	-9%	1.1%	6%
C=CCn1c(SCc2csc(C)n2)nc2sc3c(c2c1=O)CCC(C)C3 (stereo unspecified)	-8%	-12%	28%	i	-13%
COc1ccc(NC(=S)N(C)CC2COc3ccccc3O2)cc1 (stereo unspecified)	-4%	5%	35%	0.3%	-4%
O=C(C1CCN(S(=O)(=O)c2ccc(Cl)cc2)CC1)N1CCCC1	5%	-2%	1%	2.3%	4%
COc1cccc(OCCNc2cc(Cl)ccc2[N+](=O)[O-])c1	6%	15%	27%	i	3%

Screening data deposited in PubChem BioAssay by Southern Research Specialized Biocontainment Screening Center.
